# Screening results (PubChem)
# TNAP act DEA: activates human TNAP at intermediate phosphate acceptor concentration. P05186. purified TNAP, CDP-star luminescence, 100 mM DEA, 30 min; hits give high values; scale: 0 levamisole-inhibited, 1 vehicle-only enzyme. activation factor at 20 µM. 64,000 tested, under 10 active. AID 813;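 active = activation factor of at least 2 at 20 µM, relative to controls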
# M1 agonist: activates the M1 muscarinic receptor | CHO-M1 cells, Fluo-4 calcium fluorescence, agonist mode; hits give high values | B-score at 10 µM | actives 3% (n = 64,000) | AID 626;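 active = fluorescence rise, raw or as B-score row- and column-corrected plate score, outside the 99.7% band of its plate's samples, either direction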
# NADH enzymes: inhibitors of enzymes used to reach an NAD/NADH endpoint | coupled PK/LDH NADH assays, four targets | IC50, µM (top dose mostly 10 µM), inactives show at the highest dose inhibition | actives 0.02% (n = 65,000) | AID 774;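 active = single-dose screening hits from any of four coupled enzyme assays that gave an IC50 when retested across doses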;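 also: the DPM-DC format reads NADH fluorescence rather than 340 nm absorbance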
# SF1 activator: activates the human nuclear receptor SF-1; Q13285; CHO-K1 Gal4-SF-1 LBD luciferase reporter; % increase over DMSO SF-1-specific signal; activation, % at 10 µM; actives 1.9% (n = 65,000);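 active = activation above the mean activation of all tested compounds plus 3 SD, cut at about 50% in these data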
# Target sequence (Q13285 whole entry, looked up, the tested form may be a part): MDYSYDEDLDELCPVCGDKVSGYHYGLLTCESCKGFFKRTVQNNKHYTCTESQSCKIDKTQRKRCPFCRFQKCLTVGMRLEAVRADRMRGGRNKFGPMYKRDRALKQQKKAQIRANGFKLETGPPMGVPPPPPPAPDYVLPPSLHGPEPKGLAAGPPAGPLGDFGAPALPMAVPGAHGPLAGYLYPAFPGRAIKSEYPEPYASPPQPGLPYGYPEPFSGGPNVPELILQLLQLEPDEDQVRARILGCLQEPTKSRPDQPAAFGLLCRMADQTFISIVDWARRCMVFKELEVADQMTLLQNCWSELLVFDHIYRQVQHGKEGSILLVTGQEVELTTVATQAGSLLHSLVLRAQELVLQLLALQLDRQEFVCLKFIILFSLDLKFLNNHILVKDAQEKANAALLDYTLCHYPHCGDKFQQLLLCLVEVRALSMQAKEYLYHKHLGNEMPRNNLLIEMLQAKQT
#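 Material: Gal4–SF-1 LBD one-hybrid luciferase reporter in CHO-K1 cells | Amount: 4,000 cells per well | Compound dosing: 10 µM single point, 1% DMSO | Schedule: 20 h compound treatment, 37 °C | Measured by: SteadyLite luciferase luminescence | Evaluation: Percent activation versus DMSO | Control set: DMSO-treated SF-1-transfected cells as negative, DMSO-treated mock-transfected cells lacking SF-1 as background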
# E coli RNAP: blocks E. coli RNA polymerase transcription; fluorescence transcription assay; inhibition, %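 (tested at 10 µM)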; actives 0.2% (n = 62,000); AID 559; in the data active = inhibition above about 20%;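 also: 0% = enzyme without compound and 100% = no enzyme blank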
# RORA act: activates the human nuclear receptor RORA; P35398; CHO-K1 Gal4-RORA LBD luciferase reporter, luminescence; percent increase over mock-subtracted basal signal; activation, % at 10 µM; actives 1.5% (n = 65,000);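 active = activation above the mean of all tested compounds plus 3 SD, cut at about 49% in these data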;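 also: 0% = DMSO-treated RORA cells and 100% = added signal equal to DMSO minus mock-transfected cells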
# Target sequence (P35398 whole entry, looked up, the tested form may be a part): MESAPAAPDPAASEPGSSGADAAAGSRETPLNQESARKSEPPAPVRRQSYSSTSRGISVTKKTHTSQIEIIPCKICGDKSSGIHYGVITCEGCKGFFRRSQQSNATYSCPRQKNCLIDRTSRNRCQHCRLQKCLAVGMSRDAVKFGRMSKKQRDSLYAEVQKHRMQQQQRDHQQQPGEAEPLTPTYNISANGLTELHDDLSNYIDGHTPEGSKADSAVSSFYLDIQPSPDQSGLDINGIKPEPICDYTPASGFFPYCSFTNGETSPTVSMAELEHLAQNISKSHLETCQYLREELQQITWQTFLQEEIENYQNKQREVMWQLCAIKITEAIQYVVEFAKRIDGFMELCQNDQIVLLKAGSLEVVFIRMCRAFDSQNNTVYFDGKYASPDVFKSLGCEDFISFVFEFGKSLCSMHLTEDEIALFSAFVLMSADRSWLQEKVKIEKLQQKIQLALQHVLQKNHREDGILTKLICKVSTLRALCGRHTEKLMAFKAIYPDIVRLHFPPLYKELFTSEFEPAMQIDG
# Fluor 339 460: intrinsic fluorescence of library compounds, ex339/em460 – biochemical, MLSMR library, data from DPM-DC assay, artefact control, profiling panel. compound autofluorescence, ex339/em460 nm, NADH buffer; hits give high values; 1 = no-compound wells, NADH background. fluorescence fold increase at 10 µM. actives 5.5% (n = 65,000);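 active = at 10 µM, mean starting fluorescence two-fold or more over control wells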;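 also: signal is the first read of a kinetic run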
# M1 antag: M1 muscarinic receptor (rat) antagonism; AID 628; B-score at 10 µM; actives 3.4% (n = 64,000); CHO-M1 cells, Fluo-4 calcium, ACh EC80 antagonist mode; hits give low values; P08482;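 active = calcium fluorescence response, raw or row-and-column corrected B-score, differing from the plate sample mean either way at a set confidence level, mostly lower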
# Ecoli tolC: growth inhibitors of E. coli BW25113 tolC mutant; OD615; growth inhibition, % at 10 µM (by protocol); actives 2.2% (n = 65,000); AID 573;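 active = growth inhibition at or above a cutoff equal to the mean over every tested compound plus 3 SD, cut at about 60% in these data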;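 also: growth measured after 20 h incubation at 37 °C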
#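 Test system: tolC-deleted E. coli BW25113; medium: LB with kanamycin 50 µg/mL; compound: single-point testing at 10 µM; incubation: 20 h compound exposure of bacteria at 37 °C; signal: OD at 615 nm; evaluation: growth inhibition in percent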
# An asterisk follows results filed as active; nt = not tested or not shown; [ ] = dose if it differs, or a comment.
# Every second line gives: TNAP act DEA	M1 agonist	NADH enzymes	SF1 activator	E coli RNAP	RORA act	Fluor 339 460	M1 antag	Ecoli tolC
CCOC(=O)c1cc(C(C)(C)C)oc1CN
  0.9	-0.95	1%	10	6	-2	1	0.51	-12
O=C(NCCNC(=O)C(c1ccccc1)c1ccccc1)c1ccco1
  0.9	-0.21	5%	0	3	18	0.86	0.49	-15
CCCNS(=O)(=O)c1ccc(CCC(=O)N2CCCCC2)cc1
  1	4.8*	6%	1	5	-6	1	1.1	0
Cn1nc(C(=O)Nc2ccc(S(=O)(=O)N3CCCC3)cc2)ccc1=O
  0.9	-0.038	2%	13	4	-14	1.1	-0.41	-34
c1ccc2c(c1)OCC(c1csc3ncnc(N4CCOCC4)c13)O2 (stereo not drawn)
  1	0.066	4%	-3	1	-15	1.1	-0.18	13
CN(C)C(CNC(=O)CN1C(=O)NC2(CCc3ccccc32)C1=O)c1ccco1 (stereo not drawn)
  0.9	-0.47	7%	-7	-1	-16	1	-1.3	-4
COc1ccc(-n2c(Cc3cccn3C)nnc2SCC(=O)Nc2ccccc2F)cc1
  1	-0.8	6%	-12	5	1	1	-0.42	10
O=C(CCS(=O)(=O)c1cccs1)N1CCCC1
  1	-0.41	3%	28	6	12	1.1	-0.48	-17
CN1CCCN(C(=O)c2cc(=O)[nH]c3ccccc23)c2nc3ccccc3nc21
  0.9	-0.43	4%	4	11	9	1.1	0.16	0
O=C(CCN1CCN(C/C=C/c2ccccc2)CC1)Nc1ccccc1
  0.9	nt	2%	nt	-5	nt	1.1	nt	16
CC(=O)NC(CCS(C)(=O)=O)C(=O)Nc1ccccc1Cl (stereo not drawn)
  1	0.3	9%	-13	1	-10	0.91	0.04	-19
CCOc1ccc(/C(O)=C2/C(=O)C(=O)N(Cc3cccnc3)C2c2ccc(N(C)C)cc2)c(C)c1 (stereo not drawn)
  0.9	0.055	2%	7	3	-8	0.99	0.23	0
COc1cccc(OCC(=O)Nc2c(C(=O)Nc3ccc(OC)cc3OC)oc3ccccc23)c1
  0.9	-0.59	7%[fluoresces]	2	0	9	5*	-0.38	-8
COCCNC(=O)c1ccccc1NC(=O)C1COc2ccccc2O1 (stereo not drawn)
  0.9	5.7*	2%	-13	10	23	1.1	-0.29	-1
CCOc1ccc(-c2nc(C#N)c(N3CCN(Cc4ccccc4)CC3)o2)cc1
  1	-0.34	6%	-24	3	12	1.8	0.16	31
CCOc1ccc(NC(=O)c2ccc3c(c2)N(Cc2ccc(F)cc2)C(=O)CS3=O)cc1 (stereo not drawn)
  0.9	-0.41	3%	6	1	18	1	0.65	31
CCOC(=O)c1c(C)[nH]c(C(=O)COC(=O)c2ccc(F)c(S(=O)(=O)N3CCOCC3)c2)c1C
  0.8	-0.83	2%	4	9	-28	1	0.16	-5
COc1ccccc1-c1c(NC(=O)c2ccco2)n(-c2ccccc2)nc(C)c1=O
  1	-0.19	3%	23	nt	3	1.1	0.4	-26
Cc1cccn2c(=O)c3cc(C(=O)NC4CCCC4)c(=N)n(C4CCCC4)c3nc12
  0.8	-0.098	2%[fluoresces]	-12	-18	9	2.4*	-4.8*	12
CSc1nnc2n(CCc3ccccc3)c(=O)c3c4c(sc3n12)CCCC4
  0.9	0.8	2%	-17	9	-21	1	0.28	-12

# Marked active in M1 antag (from the list above):
Molecule | TNAP act DEA | M1 agonist | NADH enzymes | E coli RNAP | Fluor 339 460 | M1 antag
Cc1cccn2c(=O)c3cc(C(=O)NC4CCCC4)c(=N)n(C4CCCC4)c3nc12 | 0.8 | -0.098 | 2%[fluoresces] | -18 | 2.4* | -4.8*

# Going on with the list:
# Every second line gives: TNAP act DEA	M1 agonist	NADH enzymes	SF1 activator	E coli RNAP	RORA act	Fluor 339 460	M1 antag	Ecoli tolC
COc1cccc(OCCOc2c(OC)cccc2OC)c1
  0.9	0.69	4%	-1	-2	3	1.1	-0.89	-3
O=C(CCN1C(=O)c2ccccc2S1(=O)=O)Nc1ccc2c(c1)OCCO2
  0.9	0.91	4%	-4	-4	-27	1.1	0.29	-4
COc1ccccc1CNC(=O)C1CCCN(S(=O)(=O)c2c(C)[nH]c(=O)[nH]c2=O)C1 (stereo not drawn)
  0.9	-0.0027	4%	-16	6	-24	1.1	0.48	-21
CC1(C)Oc2ccc3ccc(=O)oc3c2/C(=C/N)C1=O
  0.9	nt	7%	-22	3	-25	1	nt	-5
c1ccc2c(NCC3CCCO3)nc(-c3ccncc3)nc2c1 (stereo not drawn)
  0.9	2.9	4%	-4	2	-11	1.1	-0.31	2
O=C(C1CCCN(S(=O)(=O)c2cccc3cccnc23)C1)N1CCN(c2ccc(F)cc2)CC1 (stereo not drawn)
  0.9	2.7*	2%	-12	-1	2	1	0.15	4
CCOC(=O)c1ccc2[nH]c(C)c(CCC(C)=O)c(=O)c2c1
  1	0.72	5%[fluoresces]	20	-1	2	2.1*	0.45	-14
COCCNS(=O)(=O)c1ccc2c(c1)C(=O)c1cc(S(=O)(=O)NCCOC)ccc1-2
  0.9	-0.44	6%	3	0	-23	1.1	-1.6	6
C=CCNc1nc(C2(C)CC3(CC(C)(C)OC3=O)C(=O)O2)cs1 (stereo not drawn)
  0.9	-0.52	0%	-3	4	-10	1.1	0.71	10
CC(C)Cc1cc(C(=O)NCCCN2CCOCC2)no1
  0.9	0.21	15%	-2	5	-17	1.1	0.2	-14
Cc1c(C(C)NC(=O)Nc2ccc(F)cc2F)cnn1C (stereo not drawn)
  0.9	0.12	2%	-13	8	-8	1.1	0.42	-16
CC1CN(c2nn3c(=O)c4ccccc4nc3c3ccccc23)CC(C)O1 (stereo not drawn)
  1	4.1	8%[fluoresces]	-10	5	4	2	-0.9	1
CS(=O)(=O)N1CCCC(C(=O)NC2CCCCCCC2)C1 (stereo not drawn)
  0.9	0.25	8%	-20	-8	-3	1.5	0.71	-12
COc1cc(OC)c(N(C)C(=O)CCNC(=O)Cn2cnc3ccccc3c2=O)cc1Cl
  1	-0.084	6%	-27	8	-5	1.1	0.83	-7
CC1(C)CC(=O)C2=C(C1)OC(N)=C(C#N)[C@@]21C(=O)N(CC(N)=O)c2ccccc21
  1	0.25	2%	7	-8	-10	1.1	0.18	16
CCc1cccc(NC(=O)c2snc3c(=O)[nH]cnc23)c1
  0.9	0.41	4%	-13	-3	0	1.1	0.3	4
O=C(Nc1nnc(SCc2ccc(F)cc2)s1)c1ccco1
  0.9	-0.71	6%	-5	0	6	1.1	0.028	-13
CNCCOCC(O)CSc1ccccc1 (stereo not drawn)
  0.9	1.1	1%	-17	5	-15	1.1	-0.58	-6
COc1ccc(NC(=O)N2CCCC2)cc1OC
  0.9	-0.012	2%	4	7	-23	1.1	0.3	-13
CCOC(=O)c1c(C)nc2ncccn12
  0.9	-0.46	6%[fluoresces]	9	4	8	2.1*	0.012	-21

# (cont.)
# Codes: A = TNAP act DEA; B = M1 agonist; C = NADH enzymes; D = SF1 activator; E = E coli RNAP; F = RORA act; G = Fluor 339 460; H = M1 antag; I = Ecoli tolC
O=C1NCCNC1(c1c[nH]c2ccccc12)C(F)(F)F (stereo not drawn)
  A: 0.9 | B: -1 | C: 7% | D: 5 | E: 11 | F: 12 | G: 0.94 | H: 0.62 | I: -17
O=C(NC1CCCCCCC1)C1CCC(CNc2c(N3CCCC3)c(=O)c2=O)CC1 (stereo not drawn)
  A: 0.9 | B: -0.51 | C: 9% | D: 2 | E: 1 | F: 9 | G: 1.1 | H: -0.099 | I: -12
CCOc1ccc(C(=O)N(CN2CCCC2=O)c2ccccc2)cc1
  A: 0.9 | B: 0.13 | C: 6% | D: 11 | E: 6 | F: -2 | G: 1.1 | H: -0.56 | I: -8
O=C(NCCCN1CCCCC1)C1CCC(=O)N1CCc1ccccc1 (stereo not drawn)
  A: 1 | B: -0.02 | C: 6% | D: -3 | E: -2 | F: 6 | G: 1.1 | H: -0.43 | I: -31
Cc1ccccc1OCCCN1C(=O)C(=O)c2cccc(C)c21
  A: 0.7 | B: -0.0011 | C: 3% | D: -1 | E: 6 | F: 2 | G: 1 | H: 0.18 | I: 100*
CC1(C)CC(=O)C2=C(C1)OC(N)=C(C#N)C21CCC2(CC1)OCCO2
  A: 0.9 | B: -1.4 | C: 5% | D: -8 | E: 7 | F: 30 | G: 1.2 | H: -0.12 | I: 1
CC(=O)OC1CSc2nc3ccccc3n2C1 (stereo not drawn)
  A: 0.9 | B: -0.49 | C: 4% | D: -3 | E: 6 | F: -11 | G: 0.99 | H: 0.4 | I: -15
CCN(CC)S(=O)(=O)c1csc(C(=O)Nc2ccccn2)c1
  A: 1 | B: -0.3 | C: 0% | D: 4 | E: -5 | F: -5 | G: 1.1 | H: -0.44 | I: -12
COc1cc(C2N=C(c3ccccc3)NO2)cc(Br)c1O (stereo not drawn)
  A: 0.9 | B: 0.19 | C: 3% | D: 2 | E: -12 | F: 13 | G: 1.1 | H: -0.013 | I: 6
Nc1[nH]nc2nc(NCc3ccccc3)c3c(c12)CCN(Cc1ccccc1)C3
  A: 1.6 | B: 0.18 | C: 6% | D: 0 | E: nt | F: 14 | G: 1.1 | H: 0.5 | I: 9
CCc1ccccc1N(CC)C(=O)CCc1nc(-c2ccc(C)cc2)no1
  A: 1 | B: -0.26 | C: 2% | D: -2 | E: 6 | F: -16 | G: 1.1 | H: 0.079 | I: 95*
CN1C(=O)N(C)C2CC1N(C)C(=O)N2C
  A: 0.9 | B: -0.29 | C: 0% | D: 18 | E: 6 | F: 7 | G: 1.1 | H: 0.057 | I: -12
O=C(O)c1cccc(C(=O)O)n1
  A: 1.2 | B: 0.73 | C: 7% | D: -17 | E: 5 | F: -12 | G: 1.1 | H: -0.52 | I: -7

# Some entries already given, showing only RORA act, M1 antag and Fluor 339 460.
Structure	RORA act	M1 antag	Fluor 339 460
CN1C(=O)N(C)C2CC1N(C)C(=O)N2C	7	0.057	1.1
CC1(C)CC(=O)C2=C(C1)OC(N)=C(C#N)C21CCC2(CC1)OCCO2	30	-0.12	1.2
CCOc1ccc(C(=O)N(CN2CCCC2=O)c2ccccc2)cc1	-2	-0.56	1.1
COc1cc(C2N=C(c3ccccc3)NO2)cc(Br)c1O (stereo not drawn)	13	-0.013	1.1
Nc1[nH]nc2nc(NCc3ccccc3)c3c(c12)CCN(Cc1ccccc1)C3	14	0.5	1.1

# 3 records drawn at random from the list so far, as already listed:
# Codes: A = TNAP act DEA; B = M1 agonist; C = NADH enzymes; D = SF1 activator; E = E coli RNAP; F = RORA act; G = Fluor 339 460; H = M1 antag; I = Ecoli tolC
CN1C(=O)N(C)C2CC1N(C)C(=O)N2C
  A: 0.9 | B: -0.29 | C: 0% | D: 18 | E: 6 | F: 7 | G: 1.1 | H: 0.057 | I: -12
COCCNC(=O)c1ccccc1NC(=O)C1COc2ccccc2O1 (stereo not drawn)
  A: 0.9 | B: 5.7* | C: 2% | D: -13 | E: 10 | F: 23 | G: 1.1 | H: -0.29 | I: -1
CC(=O)OC1CSc2nc3ccccc3n2C1 (stereo not drawn)
  A: 0.9 | B: -0.49 | C: 4% | D: -3 | E: 6 | F: -11 | G: 0.99 | H: 0.4 | I: -15
